# Bioassay records as filed in PubChem.
# H9c2 TAG inh = triacylglycerol accumulation inhibition; inhibition, % at 12.5 µM; actives 0.66% (n = 230,000); H9c2 cells, Nile Red lipid (TAG) fluorescence; cells loaded with 200 µM oleic acid;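 active means pattern-corrected inhibition of lipid staining of at least 50% with the nuclear-stain viability signal not falling by more than 50%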;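 further: 0% = DMSO wells and 100% = triacsin C control wells; some results filed as inactive read as strong as hits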
# H9c2 TAG inh DAPI viability = also measured in H9c2 TAG inh; calls as there; DAPI nuclei signal change (viability), lower = more cytotoxic, %;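 whole-well DAPI fluorescence read on a plate reader as a viability signal; minus 50 percent equals half of cells still viable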
# * hit, by the source's call; i = inactive. An excerpt; rates above refer to the full screens.
# The opening 5 compounds as a preview:
canonical_smiles	H9c2 TAG inh DAPI viability	H9c2 TAG inh
C/C(CCc1ccc2c(c1)OCO2)=N\N=C1\NC(=O)CC(C(=O)Nc2ccc(C(=O)O)cc2)S1 (stereo not given)	4	-12
Cc1cc2c(cc1S(=O)(=O)NCC(C)c1ccccc1)n(C)c(=O)c(=O)n2C (stereo not given)	1	14
O=C(Cn1ccc(NC(=O)OCc2ccccc2)nc1=O)NCc1ccc2[nH]ccc2c1	0	8
C/C(=N\O)c1ccc2c(c1)CC(C)O2 (stereo not given)	-5	1
CCCS(=O)(=O)NC(=O)C1(C)CCN(C(=O)c2cc(C)on2)C1 (stereo not given)	8	-2

# This part in full, from the start:
canonical_smiles	H9c2 TAG inh DAPI viability	H9c2 TAG inh
C/C(CCc1ccc2c(c1)OCO2)=N\N=C1\NC(=O)CC(C(=O)Nc2ccc(C(=O)O)cc2)S1 (stereo not given)	4	-12
Cc1cc2c(cc1S(=O)(=O)NCC(C)c1ccccc1)n(C)c(=O)c(=O)n2C (stereo not given)	1	14
O=C(Cn1ccc(NC(=O)OCc2ccccc2)nc1=O)NCc1ccc2[nH]ccc2c1	0	8
C/C(=N\O)c1ccc2c(c1)CC(C)O2 (stereo not given)	-5	1
CCCS(=O)(=O)NC(=O)C1(C)CCN(C(=O)c2cc(C)on2)C1 (stereo not given)	8	-2
S=C(NCc1ccco1)NCc1ccco1	1	-16
C/C(=N\NC(=O)CNc1ccc(F)cc1)c1cc2ccccc2o1	-3	-5
O=C(Nc1ccccc1)N(Cc1ccc(Cl)cc1)CC(O)C(F)(F)F (stereo not given)	-5	0
CCOc1ccc(NC(=O)CSc2nnc(-c3ccccn3)n2C)cc1	16	-16
COC(=O)c1ccc(N/N=C/c2cc([N+](=O)[O-])cc(OC)c2O)cc1	-4	11
CC1(C)NC(=O)N(CC(O)COc2cc3ccccc3cc2C(=O)N2CCCCC2)C1=O (stereo not given)	-6	25
CCOc1ccc(NS(=O)(=O)c2ccc(C(=O)NCCN3CCOCC3)cc2)cc1	3	-8
COc1ccc(Cc2nnc(NC(=O)c3ccco3)s2)cc1	-3	10
CCN(C(=O)CSc1nnc(-c2ccc(OC)cc2)n1N)c1c(N)n(Cc2ccccc2)c(=O)[nH]c1=O	6	3
O=C(CN1C(=O)C2CC=CCC2C1=O)N1CCN(c2ccc([N+](=O)[O-])cc2)CC1 (stereo not given)	7	-9
CN(c1ccccc1C(=O)Nc1ccccc1-c1ccccc1)S(C)(=O)=O	-1	2
COc1cccc(CN(C)C(=O)c2ccc(OCC(=O)Nc3cccc(C(F)(F)F)c3)c(OC)c2)c1	12	-1
O=C(COc1ccc(-n2cnnn2)cc1)NC(=O)NCc1ccccc1	-6	7
S=c1[nH]nc(Nc2ccc(Cl)cc2)s1	0	-2
Cc1sc2ncnc(OCC(=O)N3CCN(C(=O)c4ccco4)CC3)c2c1C	-5	-15
O=c1c(C=Nc2ccc(Cl)cc2)c[nH]n1-c1cccc(Cl)n1	17	-11
CC(c1nnc(SCC(=O)c2c(N)n(C3CC3)c(=O)[nH]c2=O)n1-c1ccc(F)cc1)N(C)C (stereo not given)	-3	21
Cc1nc2c(ncn2-c2ccccc2)c(=O)n1NC(=O)CN1CCCCC1	10	-10
O=C(NN=Cc1c(F)c(F)c(F)c(F)c1F)c1ccc(NS(=O)(=O)c2cccs2)cc1	7	1
COc1ccccc1NC(=O)C(=O)NCCC1CCCCN1S(=O)(=O)c1ccccc1 (stereo not given)	-2	11
C/C(=N\NC(=O)Cn1c(-c2ccccn2)nc2ccccc21)c1cccc(O)c1	-4	0
Nc1nc(CSc2nnnn2-c2ccc(Cl)cc2)nc(N2CCOCC2)n1	3	6
COc1cc(N/N=C(\C)c2ccc(N)cc2)nc(-c2ccccc2)n1	43	-7
CCCN(CC(=O)Nc1ccccc1C)C(=O)c1ccc(COc2ccccc2)cc1	-2	0
O=C(c1ccccc1F)N1CCC2CC1c1cc(N3CCCCC3)ccc12 (stereo not given)	0	-10
O=C(CNC(=O)C(c1ccccc1)c1ccccc1)OCc1ccccc1	-6	-1
O=C1N[C@@H](Cc2ccccc2)C(=O)N2[C@H]1C[C@]1(Br)c3ccccc3N(S(=O)(=O)c3ccc(F)cc3)[C@H]21	1	8
CCCNC(=O)C1(C)CCN(C(=O)c2ccccc2OC(F)(F)F)C1 (stereo not given)	-3	-11
CCOC(=O)N1C(=O)[C@](CC)(c2ccccc2)N1C(=O)OCC	11	-22
O=C(NCCc1nc2ccccc2[nH]1)c1ccc([N+](=O)[O-])cc1	3	-2
CC(C)c1nn2c(N)c(/C=C3\C=Nc4ccccc43)c(=O)nc2s1	-3	6
O=C(CCN1C(=O)C2C3CCC(C3)C2C1=O)OCC(=O)c1ccc(Cl)cc1 (stereo not given)	4	6
CC(=O)Nc1ccc(S(=O)(=O)Nc2cccc(-n3c(C)nc4ccccc4c3=O)c2)cc1	-5	0
Cc1cccc(/C(N)=N/OC(=O)c2ccc(Br)o2)c1	-2	20
CC(=O)N(C(C)=O)n1c(/C=C/c2ccc([N+](=O)[O-])cc2)nc2ccccc2c1=O	7	-20
Cc1cnc([N+](=O)[O-])n1CCOC(=O)NC(=O)c1ccccc1Cl	5	12
CCOC(=O)c1[nH]ncc1CN1CCCC(C(=O)c2ccc(C(C)(C)C)cc2)C1 (stereo not given)	23	-9
C/C(=N/NC(=O)CNC(=O)c1cccc(F)c1)c1ccc2c(c1)CCCC2	-16	10
CN(C)S(=O)(=O)c1cccc(NC(=O)CSc2nncn2C)c1	-5	10
Clc1cccc(CSc2ccc(-c3cccnc3)nn2)c1	-7	3
Cc1cccc(NC(=O)C2CCN(S(=O)(=O)c3c(C)c(C)cc(C)c3C)CC2)n1	5	-5
OCC1(Cc2ccccc2)CCN(Cc2cnc(-c3cccc4ccccc34)nc2)CC1	18	-8
CC(=O)Nc1cc(C(C)C)c(O)c(C(C)C)c1	0	-8
C/C(=N\n1cnnc1)c1ccccc1	0	6
COc1cc(C(=O)NNC(=S)NC(=O)c2ccc3c(c2)OCO3)cc(OC)c1OC	-12	10

# A few values from the entries so far.
# In H9c2 TAG inh DAPI viability, CCCN(CC(=O)Nc1ccccc1C)C(=O)c1ccc(COc2ccccc2)cc1 shows -2
# In H9c2 TAG inh, O=C1N[C@@H](Cc2ccccc2)C(=O)N2[C@H]1C[C@]1(Br)c3ccccc3N(S(=O)(=O)c3ccc(F)cc3)[C@H]21 shows 8
# In H9c2 TAG inh, CCOC(=O)c1[nH]ncc1CN1CCCC(C(=O)c2ccc(C(C)(C)C)cc2)C1 (stereo not given) shows -9

# Later entries
canonical_smiles	H9c2 TAG inh DAPI viability	H9c2 TAG inh
O=C(NCc1cc2ccccc2[nH]1)C1CCC(=O)N(CC2CCCCC2)C1 (stereo not given)	1	-22
CCOc1ncccc1C(=O)NCC1COc2ccccc2O1 (stereo not given)	1	1
CCOC(=O)C1=C(COC(=O)C2(C)CC2(Cl)Cl)NC(=O)NC1c1ccc(OC)cc1 (stereo not given)	9	-6
CCOC(=O)CNC(=O)N1CCCC(Cc2ccccc2)(C(=O)OCC)C1 (stereo not given)	-5	14
Cc1nc(COc2ccc(C(=O)NCc3ccccc3CN3CCCCC3)cc2)cs1	3	-18
CC(=O)Nc1ccc2c(c1)Cc1c-2cc(Cl)c(NC(C)=O)c1Cl	3	9
Fc1ccc(NC(=S)SCc2ccc3c(c2)OCO3)cc1F	-2	-5
COc1ccc(CNC(=S)NC2CCCCC2)cc1	4	-3
CCOc1cc(/C=N/NC(=O)CSc2nncn2C)ccc1OCC(N)=O	-2	7
Cc1ccc2oc(=O)c(-c3ccc(O)cc3)c(C)c2c1	-5	5
CC(=O)Nc1ccc(NC(=O)CN2CCN(c3cccc(C(F)(F)F)c3)CC2)cc1	2	12
CCC1CCCCN1C(=O)c1c(-c2ccccc2)noc1C (stereo not given)	-12	6
Cc1cc(C(=O)NNS(=O)(=O)c2cccc(Cl)c2)nn1C(C)(C)C	4	-1
Cc1ccc2nc(SCC(=O)Nc3ccc4c(c3)OCO4)nc(=O)n2c1	0	-5
CCCCN1C(=O)C(C#N)CC2=C1CC(C)(C)CC2=O (stereo not given)	4	-12
CC(=O)N1N=C(c2ccc(C)cc2)OC1c1cccnc1 (stereo not given)	-6	13
CCOc1ccc(C(=O)NC2C(=O)N3C(C(=O)O)=C(COC(C)=O)CSC23)cc1OCC (stereo not given)	2	14
COc1ccc(-n2c(C)cc(C(=O)COc3ccc(-n4cnnn4)cc3)c2C)cc1	-17	21
CCNC(=S)N(CCN(C)C)Cc1cc2cc3c(cc2[nH]c1=O)OCO3	0	14
CC1CCCC(NC(=O)COC(=O)Cc2ccc(Cl)cc2)C1C (stereo not given)	3	-4
O=C1c2ccccc2C(=O)N1CCCCSc1nnc(-c2ccc(OC(F)F)cc2)o1	8	-11
CCOc1ccc(OCCC(=O)N(CC)CC(=O)Nc2ccccc2OC)cc1	-12	5
Clc1ccc(CN(Cc2ccccc2)C(c2cccs2)c2nnnn2C2CCCC2)cc1 (stereo not given)	-1	20
CCN(Cc1ccncc1)Cc1c(O)ccc2ccccc12	-2	4
Cc1ccc(CS(=O)Cc2ccc(C(=O)NCCCc3ccccc3)o2)cc1 (stereo not given)	-15	-39

# A portion from the list above:
canonical_smiles	H9c2 TAG inh DAPI viability	H9c2 TAG inh
O=C(NCc1cc2ccccc2[nH]1)C1CCC(=O)N(CC2CCCCC2)C1 (stereo not given)	1	-22
CCOc1ncccc1C(=O)NCC1COc2ccccc2O1 (stereo not given)	1	1
CCOC(=O)C1=C(COC(=O)C2(C)CC2(Cl)Cl)NC(=O)NC1c1ccc(OC)cc1 (stereo not given)	9	-6

# The list continues:
canonical_smiles	H9c2 TAG inh DAPI viability	H9c2 TAG inh
NC(=O)c1c(NC(=O)c2ccncc2)sc2c1CCCC2	10	-2
O=C(Nc1sc2c(c1C(=O)O)CCC2)c1ccc(F)cc1	-5	-2
COc1ccc(N2CCN(CCCNC(=O)CCCn3c(=O)[nH]c4ccsc4c3=O)CC2)cc1	-8	8
COc1cc(C(=O)OCc2csc(CC(=O)Nc3cc(C)ccc3C)n2)ccc1OC(F)F	2	15
CCCCc1nnc(NC(=O)COC)s1	9	-3
O=C(CN1CCN(Cc2ccccc2F)C1=O)NCCc1ccc(Cl)cc1	11	-18
CCOC(=O)C1(CC2CC2)CCN(C(=O)c2cccnc2C)CC1	13	-12
CC[C@]12c3[nH]c4ccccc4c3CCN1C(=O)C(CC(=O)NCC13CC4CC(CC(C4)C1)C3)C[C@@H]2C(=O)N1CCN(C(=O)C2CC2)CC1 (stereo not given in full)	-5	17
CSCc1ccc(C(=O)N2CCC(CCC(=O)N(C)Cc3ccccc3)CC2)o1	2	10
CC(C)C[C@H]1COCCS(=O)(=O)N1Cc1ccccc1F	1	-13
O=C(NC(=S)NC1CCCCC1)c1ccc(F)cc1	-14	7
O=c1[nH]cnc2c1ncn2[C@@H]1O[C@H](COS(=O)(=O)O)[C@@H](O)[C@H]1O	6	-16
CCN(C[C@H]1N[C@@](Cc2ccccc2)(C(=O)OC)[C@H]2C(=O)N(Cc3ccccc3)C(=O)[C@@H]12)C(=O)COC	1	6
Cc1onc(-c2ccccc2)c1C(=O)N1CCCC(C)(C(=O)NS(=O)(=O)C2CC2)C1 (stereo not given)	5	6
COc1ccc(S(=O)(=O)N2CCCCCC2)cc1C(=O)N(C)Cc1ccc(C)cc1	0	-8
COc1cc(OC)c(C(=O)NNC(=O)c2ccc(NS(=O)(=O)c3cccs3)cc2)cc1OC	2	0
CC(OC(=O)Cn1cc(C(F)(F)F)ccc1=O)C(=O)N(C)c1ccccc1 (stereo not given)	0	-2
COc1ccc(Nc2nnc(-c3ccc(O)cc3)c3ccccc23)cc1C(N)=O	6	0
O=C(NC(Cc1ccc(O)cc1)C(=O)O)/C(=C/c1ccccc1)NC(=O)c1ccccc1 (stereo not given)	6	21
Cc1cc(NC(=O)COc2ccc3oc4ccccc4c3c2)no1	-9	-5
COc1ccc(OC)c(NC(=O)c2cccc(C)c2[N+](=O)[O-])c1	4	5
COc1cccc(Nc2ccc(C(=O)O)cc2[N+](=O)[O-])c1	-10	9
CC(CNC(=O)c1ccccc1[N+](=O)[O-])NC(=O)c1ccccc1[N+](=O)[O-] (stereo not given)	-10	9
CCN(CC)S(=O)(=O)c1cccc(-c2nnc(SCCCC(=O)c3ccccc3)o2)c1	-3	-11
Cc1ccn2c(C(=O)NNC(=O)Nc3ccc(Cl)cc3)c(C)nc2c1	3	14
CCOc1ccc(N(CC(=O)N/N=C/c2cc([N+](=O)[O-])ccc2Cl)S(C)(=O)=O)cc1	0	-1
O=C(Cc1c(F)cccc1Cl)Nc1ccc(S(=O)(=O)NCC2CCCO2)cc1 (stereo not given)	-28	4
CCOC(=O)C1C(=O)OC(C)(C)C1C(C)C(=O)c1ccc(OC)cc1 (stereo not given)	0	-7
C=C(C)CCC1(C)NC(=O)N(c2ccccc2)N1 (stereo not given)	1	-9
O=C(NCCC(c1ccccc1)c1ccccc1)c1ccc(Br)o1	-5	-3
C[C@]12CCC(=O)C=C1[C@H](O)C[C@@H]1[C@@H]2[C@@H](O)C[C@@]2(C)[C@H]1CC[C@]2(O)C(=O)CO	8	12
C=CCN1CCN(C(=O)c2cc3c(s2)CCCC3)CC1	-4	-22
CN1C(=O)c2cccc(NC(=O)CCc3ccccc3)c2C1=O	9	-18
COc1ccc(C2(NC(C)=O)CCN(C(=O)c3ccco3)CC2)cc1	6	-5
CC(=O)Nc1ccc(NS(=O)(=O)Cc2ccccc2)cc1	5	-3
O=C(CCS(=O)(=O)c1ccccc1)Nc1ccc(-c2nc3ccccc3s2)c(O)c1	i	4
Cc1ccnc(NC(=O)CCN2C(=O)c3ccccc3S2(=O)=O)n1	0	8
CSc1ccccc1NS(=O)(=O)c1ccccc1	-11	6
CN(Cc1ccccc1)C(=O)CN(C1CCCCC1)S(C)(=O)=O	-6	-8
Cc1cc(Cl)ccc1OCC(=O)Nc1nc(-c2cccs2)cs1	12	18
CNCC(O)COc1cccc(OC)c1 (stereo not given)	3	-5
